Assay outcomes deposited in PubChem by several laboratories.
TAAR1 antag – human TAAR1 antagonists, primary screen, Fluo-8 calcium fluorescence, CHO RD-HGA16 cells; hit rate 1.5% among 360,000; inhibition, % at 3 µM; antagonist; AID 624466, 2012;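 active = inhibition above a per-plate cutoff, the mean inhibition of test compounds on that plate plus 3 SD, cut at about 49% in these data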;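 note: 0% = DMSO plus EC80 beta-PEA response and 100% = DMSO alone without agonist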
Target sequence (Q96RJ0 whole entry, looked up): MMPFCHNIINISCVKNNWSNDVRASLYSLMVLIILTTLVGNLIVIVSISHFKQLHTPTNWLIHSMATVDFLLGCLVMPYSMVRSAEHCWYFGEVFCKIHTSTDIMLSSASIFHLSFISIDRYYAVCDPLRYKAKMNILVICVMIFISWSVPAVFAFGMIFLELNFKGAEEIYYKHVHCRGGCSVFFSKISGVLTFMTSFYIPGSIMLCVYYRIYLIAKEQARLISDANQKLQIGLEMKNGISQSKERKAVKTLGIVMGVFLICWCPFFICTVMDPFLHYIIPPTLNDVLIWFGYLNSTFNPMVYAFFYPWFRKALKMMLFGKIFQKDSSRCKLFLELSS
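test system = CHO RD-HGA16 cells bearing hTAAR1 | replication = singlicate | controls = DMSO-only wells and EC80 β-PEA-stimulated wells | reagent = EC80 β-phenethylamine stimulus | read-out basis = percent inhibition of PEA-evoked calcium signal, max/basal emission ratio | schedule = seeding 17-24 h prior, 75-min 37 °C, 30-min RT dye loading | signal = kinetic Fluo-8 calcium fluorescence measurement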
CHRM5 agonist – human M5 muscarinic receptor agonists, primary screen, CHO-K1 cells, Fluo-8 calcium fluorescence; CHO-K1 hM5 cells; 0% DMSO wells, 100% maximal acetylcholine response; hit rate 0.19% among 360,000; activation, % at 3 µM; AID 624037, 2012; Muscarinic acetylcholine receptor M5 (Homo sapiens), P08912;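 active = activation above the run's mean over test compounds plus 3 SD, cut at about 23% in these data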;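 note: signal is peak over basal fluorescence ratio across the kinetic read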
CHRM4 PAM – human M4 muscarinic receptor positive allosteric modulators, primary screen, CHO-K1 cells, Fluo-8 calcium fluorescence; AID 624126, 2012; CHO-K1 hM4/Gqi5, ACh EC20; 0% = ACh EC20, 100% = maximal ACh; hit rate 0.4% among 360,000; Muscarinic acetylcholine receptor M4 (Homo sapiens), P08173; activation, % at 3 µM;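 active = activation above its plate's cutoff, the mean activation of sample wells plus 3 SD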; note: some results filed as inactive read as strong as hits
Target sequence (P08173 whole entry, looked up): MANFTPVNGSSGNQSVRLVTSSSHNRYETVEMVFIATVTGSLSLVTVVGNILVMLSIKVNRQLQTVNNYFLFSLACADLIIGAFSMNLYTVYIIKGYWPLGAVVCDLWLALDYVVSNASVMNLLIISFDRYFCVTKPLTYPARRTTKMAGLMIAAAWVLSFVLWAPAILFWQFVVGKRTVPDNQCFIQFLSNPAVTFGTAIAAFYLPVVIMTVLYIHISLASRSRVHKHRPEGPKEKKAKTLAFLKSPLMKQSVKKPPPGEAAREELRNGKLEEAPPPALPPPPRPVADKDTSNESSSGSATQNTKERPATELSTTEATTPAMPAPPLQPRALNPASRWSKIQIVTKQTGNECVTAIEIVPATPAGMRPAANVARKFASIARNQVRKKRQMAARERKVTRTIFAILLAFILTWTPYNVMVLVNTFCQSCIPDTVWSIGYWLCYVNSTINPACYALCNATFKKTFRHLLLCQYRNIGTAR
TAAR1 ag – human TAAR1 agonists, primary screen, Fluo-8 calcium fluorescence, CHO RD-HGA16 cells | vehicle wells 0%, saturating PEA agonist 100% | Trace amine-associated receptor 1 (Homo sapiens), Q96RJ0 | hit rate 0.99% among 360,000 | AID 624467, 2012 | activation, % at 3 µM;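 active = activation above the mean activation of all test compounds in the run plus 3 SD, cut at about 38% in these data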
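Test system: RD-HGA16 (CHO) cells co-expressing Gα16 and hTAAR1 / Benchmarks: DMSO vehicle as 0%, PEA at EC100 as 100% / Repeats: no replicates (n 1) / Measure: % activation from peak over basal fluorescence ratio, DMSO-to-PEA scaled / Timing: 17-24 h plating, Fluo-8 75 min 37 °C, 30 min RT / Technique: kinetic Fluo-8 calcium fluorescence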
CRFBP-R2 agonist – agonists of CRF-BP/CRF-R2 complex, primary screen, cell-based, HEK293, calcium dye fluorescence, uHTS | CRF-binding protein / CRF receptor 2 complex (human) | calcium dye fluorescence (FLIPR); percent of saturating CRF peptide response | activation, % at 13.2 µM | hit rate 0.46% among 350,000 | AID 588473, 2011;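 active = activation of at least 50%, plus an integration ratio under a set limit after plate pattern correction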;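 note: plate controls were neutral control wells without compound for no effect and CRF at EC100 for full effect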
M1 PAM parental – nonselective calcium activators in parental CHO-K1 cells, primary screen, counter-screen for M1 PAM project, cell-based, Fluo-8 calcium fluorescence, full deck, 1536-well. hit rate 0.02% among 360,000. AID 602247, 2012. activation, % at 3 µM. ATP EC20; 0% at ATP EC20, 100% at ATP max;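 active = activation above the run cutoff, the mean activation of all test compounds plus 3 SD, cut at about 40% in these data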;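 note: peak over basal fluorescence ratio in a 140 s read after ATP addition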
CHRM5 antagonist – human M5 muscarinic receptor antagonists, primary screen, CHO cells, Fluo-8 calcium fluorescence. Muscarinic acetylcholine receptor M5 (Homo sapiens), P08912. CHO-hM5 cells, ACh EC80. inhibition, % at 3 µM. hit rate 0.59% among 360,000. AID 624040, 2012;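 active = inhibition above a per-plate cutoff, the mean of that plate's test compounds plus 3 SD, cut at about 27% in these data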;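 note: 0% = acetylcholine EC80 with DMSO and 100% = DMSO without agonist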
CRFR2-BP antag – antagonists of CRF-BP/CRF-R2 complex, primary screen, cell-based, HEK293, calcium dye fluorescence, uHTS; CRF-induced calcium fluorescence; hit rate 0.59% among 350,000; inhibition, % at 11.8 µM;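 active = inhibition of the ligand-induced calcium signal above about 50% at the single tested concentration, limit read from the data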
CHRM5 PAM – human M5 muscarinic receptor positive allosteric modulators, primary screen, CHO-K1 cells, Fluo-8 calcium fluorescence. activation, % at 3 µM. Muscarinic acetylcholine receptor M5 (Homo sapiens), P08912. CHO-K1 hM5, ACh EC20 PAM; 0% = ACh EC20, 100% = ACh EC100. hit rate 0.3% among 360,000. AID 624038, 2012;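 active = activation above the run cutoff, the mean activation of all test compounds plus 3 SD, cut at about 18% in these data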
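Measured by: Fluo-8 calcium fluorescence; material: human M5 receptor in CHO-K1 cells; schedule: Post-acetylcholine fluorescence recording 140 s; benchmarks: low control EC20 acetylcholine (0%), high control EC100 acetylcholine (100%); read-out: Max/basal fluorescence ratio as % of EC20–EC100 ACh window; compound: single dose, 3 µM nominal final test concentration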
* = called active by the depositor; / = no result given.

SMILES	TAAR1 antag	CHRM5 agonist	CHRM4 PAM	TAAR1 ag	CRFBP-R2 agonist	M1 PAM parental	CHRM5 antagonist	CRFR2-BP antag	CHRM5 PAM
Cc1oc(S(=O)(=O)N2CCCC2)cc1C(=O)Nc1ccccc1	1.9	-0.2	-4.4	11.4	-0.5	-9.1	3.0	-0.2	3.2
O=C(COC(=O)Cc1ccc(Cl)cc1Cl)NC1CC1	-3.3	-0.6	2.9	3.1	-3.1	4.2	-3.9	-3.6	10.0
COc1ccc(NC(=O)CSc2nnc(C)n2C2CCCCC2)cc1	-11.0	-4.6	-1.7	-0.4	-0.6	10.2	10.8	3.2	-1.2
C=CCn1c(=S)[nH]c2scc(-c3ccc(C)o3)c2c1=O	-11.1	1.6	-10.9	1.5	-0.8	11.4	-2.5	23.8	1.3
CCOC(=O)N1CCN(S(=O)(=O)N2CCCC(C(=O)NCc3cccc(OC)c3)C2)CC1 (centres undefined)	-4.9	2.0	1.4	-0.2	-0.4	5.4	-2.0	-8.1	-2.5
O=C(O)C1=C[C@@H](C2CC2)C[C@@H](OCc2ccc(CO)cc2)O1	12.0	0.9	2.1	3.0	-0.3	20.1	1.2	-1.6	5.5
Fc1ccc(NC(=S)Nc2cccc3ccccc23)cc1	-4.4	-0.1	-5.2	1.4	-1.0	4.7	8.3	-4.8	-6.7
COc1cc(OC)cc(C(=O)NCC(=O)OCC(=O)Nc2ncc(Cl)cc2Cl)c1	3.8	-3.5	3.1	-1.9	1.3	18.9	6.9	9.2	0.5
CC(=O)Nc1cccc(OCc2ccc(S(=O)(=O)Cc3ccccc3)cc2)c1	40.9	6.3	-14.7	12.5	-1.7	5.3	3.0	-3.8	-17.4
O=C(CCCCn1c(=O)c2ccccc2n(CC(=O)NC2CCCC2)c1=O)NC1CCCC1	5.5	0.4	-1.0	11.8	-0.3	6.1	2.6	4.4	-1.2
CCOC(=O)N1CCN(C(=O)C2CCN(S(=O)(=O)c3ccc(NC(C)=O)cc3)CC2)CC1	-17.9	-5.6	-4.1	4.8	1.0	20.7	7.0	8.9	1.7
Cn1c(C(=O)NCCCN2CCN(c3ccccc3F)CC2)cc2c(=O)[nH]c3ccccc3c21	-2.0	-7.3	-0.9	6.1	-2.7	16.1	-2.3	-24.2	3.7
COC(=O)N/N=C(\C)c1ccc(OC(F)F)cc1	9.2	-5.2	-2.7	0.2	-1.5	4.0	-8.8	23.5	2.0
COc1ccccc1CCNC(=O)c1cc(-c2ccccn2)nc2ccccc12	52.0*	0.9	-3.7	8.2	0.8	-5.5	3.1	7.0	-10.1
Clc1ccccc1CO/N=C1\CCCc2nonc21	14.7	-1.3	13.8	2.1	0.3	-1.9	13.6	22.2	-8.5
CCC1(c2ccc(Cl)cc2)NC(=O)N(CC(=O)NC2(C#N)CCCCC2)C1=O (centres undefined)	1.6	1.4	4.0	6.5	7.6	11.6	3.5	-35.7	5.0
Cc1cc(Nc2nnnn2-c2ccccc2)n(-c2ccccc2)n1	7.8	2.8	11.6	6.0	-0.9	13.4	-3.3	-3.8	7.8
CN(CC(=O)N1CCc2ccccc2C1)c1ccccc1	-7.9	-4.2	-2.1	-0.4	-1.3	10.5	3.5	-6.7	-3.8
O=C1CSCc2nc3ccccc3n21	-14.7	-2.5	2.0	0.5	4.9	-15.6	-5.2	-5.8	-5.4
Cc1ccccc1NC(=O)Cn1cnc2c(oc3nc4c(cc32)COC(C)(C)C4)c1=O	-25.3	-3.3	11.7	0.6	-2.1	19.5	1.9	-3.7	-1.2
O=C(NCc1ccccc1)c1cc(=O)nc2sc(-c3ccccc3)nn12	12.8	-0.1	5.0	5.4	-3.9	17.9	-0.2	1.2	2.1
CCc1c(C)sc(NC(=O)OC)c1C(=O)N1CCOCC1	8.2	2.4	-4.9	16.4	-2.9	-7.5	5.9	-3.4	1.9
O=C(NC1CCc2ccccc21)c1cc(COc2cncc(Cl)c2)on1 (centres undefined)	13.9	0.3	-0.1	6.1	-0.9	3.8	6.7	-7.2	-0.7
CCN(CC)P(=O)(Nc1ccc([N+](=O)[O-])cc1)c1c(C)nn(CCC#N)c1NC(=O)c1ccc(Cl)cc1 (centres undefined)	-9.8	0.3	-0.5	1.3	-0.1	13.0	4.3	-3.6	2.8
O=C(NCc1cccnc1)C12CC3CC(CC(Cl)(C3)C1)C2	-27.4	-4.5	-2.7	4.2	3.0	8.2	7.2	3.7	-1.3
O=C(NN=C1C2CC3CC1CC(Cl)(C3)C2)c1cccs1	17.2	-2.6	6.4	0.8	2.5	9.8	3.4	-4.3	3.6
Cc1ccc(NC(=O)c2c(C(F)(F)F)nn(C)c2SCc2cccc(C(F)(F)F)c2)cc1C	5.1	-3.4	-14.0	3.5	-0.2	14.0	16.3	-23.6	-9.1
COC(=O)c1cn(-c2ccccc2)nc1-c1cccnc1	-9.8	-7.3	-0.1	15.7	0.9	5.4	3.8	3.6	-2.5
O=C(NCCc1ccccc1)c1ccc(-c2cccnc2)c2ccoc12	17.7	0.8	-2.1	5.2	/	-5.9	9.2	/	-5.8
COc1cccc(/C=N/n2c(C3CCCCC3)n[nH]c2=S)c1O	-0.2	-2.7	5.3	-3.2	-1.8	-13.0	12.8	-18.5	-2.5
CC(C)(C)OC(=O)N[C@@H](CCCCNC(=O)OCc1ccccc1)c1nnc([C@H](CCCCNC(=O)OCc2ccccc2)NC(=O)OC(C)(C)C)o1	/	1.0	-1.6	/	2.7	14.1	13.8	2.6	-3.5
CCOC(=O)C(C(=O)OCC)N(C#N)c1nc(N(C)C)nc(N(C)C)n1	10.8	-2.2	-2.0	-0.7	0.0	-9.1	6.1	14.1	0.5
CCN1C(=O)[C@H]2[C@@H](c3ccc(C)cc3)N[C@]3(CCCN(CCC(C)C)C3=O)[C@H]2C1=O	-9.1	0.8	9.5	3.4	3.3	9.4	0.3	9.4	4.4
CCc1ccc2[nH]c(=O)c(CN(CCN(C)C)C(=O)Nc3ccccc3)cc2c1	-5.2	-5.1	4.0	2.0	2.3	14.9	3.2	-16.7	-1.6
Cc1ccc(C(=O)Nc2ccccc2C(=O)O)cc1NC(=O)COc1c(C)cccc1C	31.3	5.1	-4.7	20.2	1.0	13.3	8.7	20.6	2.1
O=C(CC1Nc2cccc3cccc(c23)NC1=O)Nc1ccc(F)cc1 (centres undefined)	14.1	-0.9	3.3	8.8	0.0	3.9	10.4	-24.1	6.5
COc1cc(/C=C/C(=O)N2CCC=CC2=O)cc(OC)c1OC	-12.2	2.0	-0.5	2.2	1.1	3.9	-5.9	16.4	2.1
O=C(c1ccccc1Oc1ccccc1)N1CCN(c2ccccc2F)CC1	3.4	-4.3	-1.6	8.3	0.6	15.4	-11.3	15.9	-0.4
COc1cccc(C(=O)N/N=C2\SCC(=O)N2Cc2ccc3c(c2)OCO3)c1	1.9	1.6	1.1	11.7	-0.9	19.0	-4.4	6.4	0.0
CCOc1cc(/C=C2\SC(=S)N(Nc3ccccc3)C2=O)ccc1O	60.0*	20.4	-16.9	51.4*	14.4	-2.2	21.5	-7.4	-7.8
O=C(Nc1cccn(Cc2c(F)cccc2Cl)c1=O)NC1CCCCC1	6.5	-7.0	-4.2	19.4	0.2	-18.7	-0.8	13.1	5.6
N#CC(C(=O)c1ccccc1Cl)=C1SCCCS1	-17.8	1.2	-7.3	0.2	0.7	-7.6	11.3	-4.1	-12.7
COc1ccc(C(=O)CSc2nc3cccnc3n2C)cc1	15.6	9.3	-3.6	25.4	-0.3	-7.2	-0.2	0.9	-5.0
NC(=O)COC(=O)c1ccc2c(c1)C(=O)N(Cc1ccco1)C2=O	-8.8	-0.1	3.9	1.4	-0.3	7.9	0.1	-3.2	7.5
CCOc1ccccc1CNS(=O)(=O)c1cc(-c2cc(C)no2)ccc1OC	-15.0	-2.5	-5.8	0.3	0.1	13.6	9.9	17.0	1.1
COC(=O)c1cc2ccsc2n1CC(=O)Nc1cc(C)cc(C)c1	4.3	-0.3	15.5	-1.2	-1.1	22.8	-4.7	10.5	3.2
O=C(c1ccc(F)cc1)c1cccc(C(=O)c2ccc(F)cc2)n1	-6.4	0.2	9.4	-2.0	-5.9	12.3	-7.4	5.8	11.1
Cc1cc(C)cc(C(=O)N/N=C/c2ccoc2)c1	-19.3	-3.1	3.8	-0.2	-0.2	10.3	-4.8	-8.4	-0.5
COc1ccc(C(C#N)c2ccc(=O)[nH]n2)cc1 (centres undefined)	2.5	-0.5	-2.6	0.0	1.8	-2.2	1.6	8.5	-0.6
CCOC(=O)c1[nH]ncc1CN1CCN(Cc2ccccc2)C(CCO)C1 (centres undefined)	-22.8	-1.8	1.4	0.0	-1.2	1.6	-4.5	-5.0	12.2
O=C(CCC(=O)N1CCN(c2ccc(F)cc2)CC1)c1ccc(Cl)cc1	-2.5	1.2	-4.7	-2.0	0.1	9.8	2.6	5.3	-4.9
Cc1oc2ccc(OCc3ccc(F)cc3Cl)cc2c1C(=O)O	-11.8	-2.7	9.8	-2.6	-2.6	-0.1	5.7	5.8	4.3
COc1ccc2[nH]c(C)c(C(=O)CN3CCc4cc(OC)c(OC)cc4C3)c2c1	-6.1	-2.9	1.3	3.9	2.7	7.5	7.1	-10.7	4.8
NC(=S)NNC(=O)c1ccccc1	18.0	1.1	1.9	4.0	-0.9	13.7	0.3	13.3	-3.0
CCOC(=O)C(=CNc1cc(C(F)(F)F)ccc1N1CCOCC1)C(=O)OCC	-63.5	1.2	10.2	2.0	-0.4	11.2	4.7	12.7	-2.3
COc1ccc(NCc2nnc(SCC(=O)NCc3ccccc3)n2-c2ccccc2OC)cc1	-1.6	-2.6	2.7	6.9	1.9	12.6	1.3	18.9	-4.0
